CHRM1 agonist = human M1 muscarinic receptor agonism; CHO-K1 hM1, Fluo-8 calcium fluorescence, agonist mode; 0% DMSO, 100% acetylcholine EC100; P11229; 360,000 tested, 0.33% active; activation, % at 3 µM;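 active means activation above the run's mean compound activation plus 3 SD, cut at about 16% in these data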;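 further: peak over basal fluorescence ratio within a 140 s kinetic read after compound addition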
CHO parental Ca = signal in parental CHO cells, OX1R antagonist counter-screen | parental CHO-K1, ATP-induced calcium, Fluo-8 fluorescence | inhibition, % at 5.6 µM | 330,000 tested, 0.63% active;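 active means inhibition above that plate's mean sample inhibition plus 3 SD, cut at about 26% in these data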;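 further: 0% = ATP-challenged DMSO wells and 100% = DMSO wells without ATP; some compounds past the cut are filed as inactive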
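Material – parental CHO cells · Reagent – ATP stimulus · Compound – single nominal dose of 5.6 µM per compound · Detection – Fluo-8 fluorescence · Read-out basis – percent inhibition of calcium signal · Controls – ATP-challenged DMSO wells low, unchallenged DMSO wells high · Repeats – no replicates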
M4 antag = blocks acetylcholine activation of human M4 receptor; P08173; CHO-hM4 cells, ACh EC80, Fluo-8 calcium fluorescence; inhibition, % at 3 µM; 360,000 tested, 0.73% active;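 active means inhibition above its plate's cutoff, the mean inhibition of sample wells plus 3 SD, cut at about 27% in these data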;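 further: 0% = acetylcholine EC80 with DMSO and 100% = DMSO without agonist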
Target sequence (P08173 whole entry, looked up): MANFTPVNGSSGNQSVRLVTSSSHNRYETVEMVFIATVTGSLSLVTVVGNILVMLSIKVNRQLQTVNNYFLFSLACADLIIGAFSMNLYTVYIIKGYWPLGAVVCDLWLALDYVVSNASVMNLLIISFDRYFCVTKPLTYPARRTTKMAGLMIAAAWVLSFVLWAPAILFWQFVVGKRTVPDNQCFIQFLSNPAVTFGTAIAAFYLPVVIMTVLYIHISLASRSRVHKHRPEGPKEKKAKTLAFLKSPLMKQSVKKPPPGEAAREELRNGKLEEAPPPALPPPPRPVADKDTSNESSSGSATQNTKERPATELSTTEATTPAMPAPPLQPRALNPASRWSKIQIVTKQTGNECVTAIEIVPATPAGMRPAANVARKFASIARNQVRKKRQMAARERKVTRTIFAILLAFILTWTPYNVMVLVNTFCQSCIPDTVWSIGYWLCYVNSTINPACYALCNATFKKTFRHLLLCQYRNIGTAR
CHO-K1 Ca antag = nonselective inhibitor or artifact in parental CHO-K1 cells. ATP-induced calcium, Fluo-8 fluorescence. inhibition, % at 3 µM. 360,000 tested, 0.6% active. AID 602250;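 active means inhibition above a per-plate cutoff, the plate's mean sample inhibition plus 3 SD, cut at about 24% in these data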;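 further: 0% = DMSO plus EC80 ATP and 100% = DMSO alone without ATP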
OXTR potentiate = potentiators of human oxytocin receptor. CHO-OTR cells, Fluo-8 calcium fluorescence, potentiator mode; 0% = oxytocin EC15, 100% = EC100. P30559. 320,000 tested, 0.061% active. activation, % at 3 µM;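 active means activation above that plate's cutoff, the mean activation of tested compounds plus 3 SD, cut at about 6.6% in these data, passing the limit was not always enough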;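 further: 100% uses oxytocin at 75 nM as the full agonist control; some results filed as inactive read as strong as hits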
Target sequence (P30559 whole entry, looked up): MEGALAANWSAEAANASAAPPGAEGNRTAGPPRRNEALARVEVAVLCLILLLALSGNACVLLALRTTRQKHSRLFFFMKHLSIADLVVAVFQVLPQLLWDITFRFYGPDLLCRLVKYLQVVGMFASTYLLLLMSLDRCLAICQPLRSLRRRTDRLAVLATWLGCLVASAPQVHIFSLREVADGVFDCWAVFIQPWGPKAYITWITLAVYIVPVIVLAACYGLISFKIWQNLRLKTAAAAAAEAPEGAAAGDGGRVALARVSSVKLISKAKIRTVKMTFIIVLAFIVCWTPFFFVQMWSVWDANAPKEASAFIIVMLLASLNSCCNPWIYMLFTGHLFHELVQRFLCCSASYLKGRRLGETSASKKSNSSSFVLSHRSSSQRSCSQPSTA
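Assay system: CHO cell line stably expressing human OTR. Reagent: EC15 oxytocin agonist. Dosing: single dose, 3.0 µM nominal final compound concentration. Timing: compound 6 min at room temperature before oxytocin, 100 s read. Signal: kinetic Fluo-8 calcium fluorescence. Controls: oxytocin EC15 low and EC100 high.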
M1 ag parental = nonselective activator or artifact in parental CHO-K1 cells; Fluo-8 calcium fluorescence; scaled to maximal ATP response, vehicle zero; activation, % at 3 µM; 360,000 tested, 0.48% active; in the data active means activation above about 15%;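 further: untransfected CHO-K1 host cells lacking M1 receptor as counterscreen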
M4 ag = agonists of human muscarinic M4 receptor (CHRM4); CHO-K1 hM4/Gqi5, Fluo-8 calcium fluorescence; vehicle 0%, full acetylcholine response 100%; activation, % at 3 µM; P08173; 360,000 tested, 0.14% active;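 active means activation above the run mean over all test wells plus 3 SD, cut at about 32% in these data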;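 further: peak over basal fluorescence ratio per well then scaled between controls; 0% = DMSO wells and 100% = acetylcholine at EC100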
M1 antag = antagonists of human M1 muscarinic receptor; P11229; CHO-K1 hM1, Fluo-8 calcium fluorescence, ACh EC80 antagonist; inhibition, % at 3 µM; 360,000 tested, 1.3% active;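 active means percent inhibition above its own plate's cutoff, namely the mean of that plate's compound wells plus 3 SD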;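 further: peak over basal fluorescence ratio during 140 s after agonist addition; 0% = ACh EC80 plus DMSO and 100% = DMSO alone without agonist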
M1 PAM = positive allosteric modulators of human M1 muscarinic receptor; 360,000 tested, 0.088% active; activation, % at 3 µM; CHO-K1 hM1, Fluo-8 calcium fluorescence, ACh EC20; 0% = ACh EC20, 100% = maximal ACh; AID 588819; P11229; in the data active means activation above about 19%, passing the limit was not always enough
An asterisk follows results filed as active.

Screening CC(=O)OC1c2ccccc2C(=O)N1Cc1ccccc1 (stereo not given) returned CHRM1 agonist -2.5, CHO parental Ca -12.8, M4 antag -1.8, CHO-K1 Ca antag 10.1, OXTR potentiate -3.3, M1 ag parental 0.0, M4 ag 1.1, M1 antag -8.9 and M1 PAM -0.5.
Screening O=C(O)/C=C/C(=O)NNc1ncnc2ccccc12 returned CHRM1 agonist -1.4, CHO parental Ca -5.3, M4 antag 0.1, CHO-K1 Ca antag 9.6, OXTR potentiate 0.1, M1 ag parental 0.1, M4 ag -0.2, M1 antag -4.8 and M1 PAM 3.8.
CCOc1ccc(NC(=O)c2cc(S(=O)(=O)N3CCOCC3)cs2)cc1 was read as CHRM1 agonist -4.0, CHO parental Ca -7.0, M4 antag -2.5, CHO-K1 Ca antag -4.1, OXTR potentiate -9.3, M1 ag parental 6.2, M4 ag 6.1, M1 antag 5.9 and M1 PAM -4.4.
COc1ccccc1NS(=O)(=O)c1ccc(O)c(C(=O)OCc2cccc([N+](=O)[O-])c2)c1 was read as CHRM1 agonist -8.3, CHO parental Ca -16.6, M4 antag 2.3, CHO-K1 Ca antag 4.5, OXTR potentiate -3.1, M1 ag parental 1.1, M4 ag 1.9, M1 antag 1.8 and M1 PAM -4.6.
CCOc1ccccc1NC(=O)C(=O)NCC1CCCN1CC (stereo not given) was read as CHRM1 agonist -11.3, CHO parental Ca -13.7, M4 antag 0.9, CHO-K1 Ca antag -19.2, OXTR potentiate 0.8, M1 ag parental 0.6, M4 ag 1.0, M1 antag -6.9 and M1 PAM 5.8.
For Cc1nn(CC(=O)N(C)C2(C#N)CCCCC2)c(C)c1[N+](=O)[O-] the results were CHRM1 agonist 2.3, CHO parental Ca -3.0, M4 antag 2.7, CHO-K1 Ca antag 2.5, OXTR potentiate -3.9, M1 ag parental 0.1, M4 ag 1.8, M1 antag 0.2 and M1 PAM 4.9.
CCOC(=O)CN1CC23C=CC(O2)C(C(=O)NCc2ccc(F)cc2)C3C1=O (stereo not given) was read as CHRM1 agonist -2.2, CHO parental Ca 1.8, M4 antag -8.8, CHO-K1 Ca antag 3.4, OXTR potentiate -13.7, M1 ag parental -0.1, M4 ag -0.1, M1 antag -15.1 and M1 PAM 8.1.
`O=C(Cn1[nH]c(=O)c2ccccc2c1=O)Nc1cccc(S(=O)(=O)N2CCCCCC2)c1` gave CHRM1 agonist -1.3, CHO parental Ca -11.6, M4 antag -5.0, CHO-K1 Ca antag 1.6, OXTR potentiate -9.5, M1 ag parental 7.6, M4 ag 10.6, M1 antag 0.0 and M1 PAM 5.7.
`CC(=O)Nc1ccc(NC(=O)CSc2nnc(C3CC3)n2C)cc1` gave CHRM1 agonist -3.9, CHO parental Ca 8.3, M4 antag -3.0, CHO-K1 Ca antag -6.9, OXTR potentiate 2.1, M1 ag parental 1.4, M4 ag 0.9, M1 antag -5.0 and M1 PAM 5.4.
`O=C(O)C(Cc1ccccc1N(CCO)CCO)N1C(=O)c2ccccc2C1=O` (stereo not given) gave CHRM1 agonist -1.2, M4 antag -0.9, CHO-K1 Ca antag -11.0, M1 ag parental 0.2, M4 ag 0.1, M1 antag -7.5 and M1 PAM 3.0.
Screening Cc1c(C#N)c(N)nc2c3c(sc12)NC(=O)CC3c1ccc(F)cc1 (stereo not given) returned CHRM1 agonist -1.5, CHO parental Ca -4.9, M4 antag -12.7, CHO-K1 Ca antag -13.5, OXTR potentiate -4.5, M1 ag parental -0.1, M4 ag 0.2, M1 antag -3.9 and M1 PAM 4.8.
`Cn1cccc1/C=C1/SC(=S)N(CC(=O)O)C1=O` gave CHRM1 agonist -4.0, CHO parental Ca -6.1, M4 antag 8.8, CHO-K1 Ca antag 8.2, OXTR potentiate 0.7, M1 ag parental 0.4, M4 ag 1.1, M1 antag -9.4 and M1 PAM 2.9.
Screening COC(=O)COc1ccc(S(=O)(=O)NCCC2=CCCCC2)cc1C returned CHRM1 agonist -4.3, CHO parental Ca -12.2, M4 antag 2.2, CHO-K1 Ca antag -5.2, OXTR potentiate -8.3, M1 ag parental 3.7, M4 ag 1.1, M1 antag -6.9 and M1 PAM -1.1.
CCc1ccc(NC(=O)N(CCCN2CCOCC2)Cc2cccs2)cc1 was read as CHRM1 agonist -9.0, CHO parental Ca -16.6, M4 antag 3.0, CHO-K1 Ca antag 3.7, OXTR potentiate -4.0, M1 ag parental 1.2, M4 ag 4.8, M1 antag 9.5 and M1 PAM -1.1.
NNC(=O)CCN1CCCCC1 was read as CHRM1 agonist -4.1, CHO parental Ca -3.8, M4 antag -4.5, CHO-K1 Ca antag -1.4, OXTR potentiate -1.9, M1 ag parental 0.4, M4 ag -0.3, M1 antag 0.9 and M1 PAM -0.1.
Screening CNC(=O)C[C@H]1C(=O)N(c2ccc(OC)cc2)C[C@@H]1Cc1ccccc1 returned CHRM1 agonist -1.1, M4 antag -6.9, CHO-K1 Ca antag 3.1, M1 ag parental 0.2, M4 ag 0.7, M1 antag -5.8 and M1 PAM 2.2.
`O=C1c2oc3ccccc3c(=O)c2C(c2cccs2)N1CCCN1CCOCC1` (stereo not given) gave CHRM1 agonist -4.9, CHO parental Ca -0.5, M4 antag 5.1, CHO-K1 Ca antag -3.4, OXTR potentiate -2.8, M1 ag parental 0.2, M4 ag 0.3, M1 antag -5.3 and M1 PAM 1.7.
`COCC(=O)N1CCN(c2ccc([N+](=O)[O-])cc2)CC1` gave CHRM1 agonist 4.6, CHO parental Ca -6.8, M4 antag 2.4, CHO-K1 Ca antag 5.8, OXTR potentiate -10.5, M1 ag parental 0.7, M4 ag 2.7, M1 antag -44.8 and M1 PAM 10.0.
Screening COc1ccc(N(C)C(=O)c2ccc3c(Cl)c4c(nc3c2)CCCC4)c(OC)c1 returned CHRM1 agonist -1.0, CHO parental Ca -24.2, M4 antag -4.5, CHO-K1 Ca antag -14.9, OXTR potentiate -12.6, M1 ag parental 0.3, M4 ag -0.8, M1 antag -13.1 and M1 PAM 10.5.
CCCn1c(C(Cc2ccccc2)NC(=O)COC)nc2ccccc21 (stereo not given) was read as CHRM1 agonist -1.5, CHO parental Ca -11.4, M4 antag -6.4, CHO-K1 Ca antag -6.6, OXTR potentiate 0.5, M1 ag parental -0.7, M4 ag 0.6, M1 antag -1.4 and M1 PAM -2.9.
`COc1ccc(S(=O)(=O)N(C)CC(=O)Nc2ccccc2OC)cc1C` gave CHRM1 agonist -5.4, CHO parental Ca -25.1, M4 antag 10.1, CHO-K1 Ca antag 3.7, OXTR potentiate -3.0, M1 ag parental 0.2, M4 ag 0.5, M1 antag -15.1 and M1 PAM -5.6.
For CC(C)(C)c1ccc(C(=O)NC(=S)Nc2ccc(N3CCOCC3)cc2)cc1 the results were CHRM1 agonist -6.5, CHO parental Ca -10.1, M4 antag -15.9, CHO-K1 Ca antag -8.6, OXTR potentiate -2.3, M1 ag parental 0.2, M4 ag 1.0, M1 antag 2.5 and M1 PAM -0.4.
For Cn1nc(-c2ccc(C(=O)Nc3cccc(Cl)c3)cc2)c2ccccc2c1=O the results were CHRM1 agonist -4.0, CHO parental Ca -11.6, M4 antag 4.2, CHO-K1 Ca antag -5.8, OXTR potentiate -0.6, M1 ag parental -0.3, M4 ag -0.4, M1 antag 5.8 and M1 PAM -0.1.
For CCC(C)Sc1ccc([C@H]2N[C@@](CC(C)C)(C(=O)OC)[C@H]3C(=O)N(CC)C(=O)[C@@H]23)cc1 (stereo not given in full) the results were CHRM1 agonist -0.3, CHO parental Ca -18.4, M4 antag -13.2, CHO-K1 Ca antag -5.6, OXTR potentiate -5.7, M1 ag parental -0.3, M4 ag -0.2, M1 antag -2.5 and M1 PAM 7.1.
Screening O=C(NCCCn1ccnc1)/C(=C\c1cccs1)NC(=O)c1ccco1 returned CHRM1 agonist -5.9, CHO parental Ca -3.5, M4 antag 0.2, CHO-K1 Ca antag -1.4, OXTR potentiate -7.4, M1 ag parental 0.6, M4 ag 0.6, M1 antag -7.1 and M1 PAM 13.4.
For O=C(Nc1ccc(N2CCOCC2)cc1)C1(c2ccc(Cl)cc2)CCC1 the results were CHRM1 agonist 16.5*, CHO parental Ca -8.7, M4 antag 7.1, CHO-K1 Ca antag -15.6, OXTR potentiate -13.6, M1 ag parental 7.6, M4 ag 7.1, M1 antag -19.4 and M1 PAM 9.8.
For O=C(/C=C/c1cccc(F)c1)N1CCN(c2ncccn2)CC1 the results were CHRM1 agonist -4.7, CHO parental Ca -4.6, M4 antag -2.9, CHO-K1 Ca antag 2.4, OXTR potentiate -1.6, M1 ag parental 3.9, M4 ag 1.8, M1 antag -5.3 and M1 PAM 7.0.
`CCOC(=O)N1CCN(C(=O)CNC(=O)Cn2cnc3ccccc3c2=O)CC1` gave CHRM1 agonist -4.5, CHO parental Ca 3.1, M4 antag 14.4, CHO-K1 Ca antag -7.9, OXTR potentiate -9.3, M1 ag parental 0.9, M4 ag 0.1, M1 antag -6.1 and M1 PAM 5.7.
O=C(NCc1ccc(Cl)cc1Cl)C1CCN(S(=O)(=O)c2ccc3c(c2)OCCCO3)CC1 was read as CHRM1 agonist -6.3, CHO parental Ca -4.9, M4 antag 4.4, CHO-K1 Ca antag -11.3, OXTR potentiate 0.0, M1 ag parental 5.6, M4 ag 4.4, M1 antag 6.3 and M1 PAM -8.5.
`O=S(=O)(NCC1CN(S(=O)(=O)c2ccc3c(c2)OCCO3)C1)c1c(F)cccc1F` gave CHRM1 agonist -4.1, CHO parental Ca 6.9, M4 antag -4.9, CHO-K1 Ca antag -9.8, OXTR potentiate -6.2, M1 ag parental 0.3, M4 ag 2.4, M1 antag -5.6 and M1 PAM 1.5.
`Cc1c(Cl)ccc(S(=O)(=O)N2CCN=C2c2ccccc2)c1Cl` gave CHRM1 agonist -5.8, CHO parental Ca -13.4, M4 antag -4.1, CHO-K1 Ca antag -3.5, OXTR potentiate -6.0, M1 ag parental 0.1, M4 ag 0.5, M1 antag -5.3 and M1 PAM 4.0.
`CCOCCCNCC(=O)N1CCN(S(=O)(=O)c2ccc(C)cc2)CC1` gave CHRM1 agonist -4.6, CHO parental Ca -3.6, M4 antag 6.5, CHO-K1 Ca antag -2.1, OXTR potentiate -5.5, M1 ag parental -0.3, M4 ag -0.8, M1 antag -14.1 and M1 PAM 8.2.
Screening O=C(NCCCN1CCCC1=O)c1ccccc1OCc1ccc(Cl)cc1Cl returned CHRM1 agonist 3.6, CHO parental Ca -37.9, M4 antag -3.1, CHO-K1 Ca antag 6.3, OXTR potentiate 2.6, M1 ag parental 1.1, M4 ag 3.5, M1 antag -12.6 and M1 PAM 16.1.
CC1(C(=O)Nc2ccc(Cl)cc2)Cc2c(-c3ccc(C(N)=O)cc3)ccnc2O1 (stereo not given) was read as CHRM1 agonist 9.9, M4 antag -5.2, CHO-K1 Ca antag -16.7, M1 ag parental 2.0, M4 ag 3.6, M1 antag -8.2 and M1 PAM 4.4.
